NR2F2 inh: NR2F2 (human) inhibition, primary screen. inhibition, % at 8.6 µM. AID 686940. P24468. HEK293T NGFI-A luciferase reporter, luminescence. 370,000 compounds, 0.7% hits;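 active = inhibition above a per-plate cutoff, mean inhibition of test wells between control levels plus 3 SD, cut at about 38% in these data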;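 note: cells cotransfected with COUP-TFII expression vector driving the NGFI-A reporter; 0% = median of COUP-TF2 test wells and 100% = reporter-only cells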
Target sequence (P24468 whole entry, looked up): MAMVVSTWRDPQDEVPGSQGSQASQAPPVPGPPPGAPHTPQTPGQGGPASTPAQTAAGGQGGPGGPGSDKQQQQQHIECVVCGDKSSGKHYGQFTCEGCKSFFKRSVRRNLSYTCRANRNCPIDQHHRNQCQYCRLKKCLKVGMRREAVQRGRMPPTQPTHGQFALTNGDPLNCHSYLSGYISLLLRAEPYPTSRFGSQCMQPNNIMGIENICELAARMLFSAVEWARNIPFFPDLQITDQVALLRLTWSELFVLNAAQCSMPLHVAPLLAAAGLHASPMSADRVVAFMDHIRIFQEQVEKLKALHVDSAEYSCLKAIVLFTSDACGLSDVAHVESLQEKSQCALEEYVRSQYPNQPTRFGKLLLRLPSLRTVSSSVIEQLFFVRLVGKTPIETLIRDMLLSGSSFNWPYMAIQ
CF NFkB block: blocks PAF-induced NF-kB reporter in cystic fibrosis cells; KKLEB NF-kB-GFP reporter, GFP fluorescence overnight; inhibition, % at 5 µM; 360,000 compounds, 0.86% hits; AID 588850;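 active = at least 50% inhibition at 5 µM, scaled per plate between neutral and stimulator controls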;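 note: PAF is a Pseudomonas aeruginosa culture filtrate used as stimulus; plate controls were PAF-stimulated DMSO wells for no effect and unstimulated DMSO wells for full effect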
SRC3 inh: inhibitors of human steroid receptor coactivator 3 (SRC3); HEK293 GAL4-SRC3 luciferase reporter, luminescence; inhibition, % at 3.6 µM; 360,000 compounds, 0.17% hits; AID 588352;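 active = inhibition above a per-campaign cutoff, the mean of all compounds plus 3 SD, cut at about 60% in these data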;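 note: 0% = DMSO-treated cells and 100% = gossypol-treated cells at 36 µM; higher means less SRC3-driven luciferase light from the GAL4 reporter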
Shn3 inh set2: reduces Shn3 3'UTR luciferase signal in osteoblasts; Clone20 osteoblast Shn3 3'UTR firefly luciferase, 24 h; inhibition, % at 12.5 µM; 360,000 compounds, 0.52% hits; AID 588674;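 active = mean inhibition of at least 75% with every replicate also reaching 75%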;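 note: 0% = median of neutral control wells and 100% = pilot-screen positive control compound; some compounds past the cut are filed as inactive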
TROY signal inh: blocks TROY-dependent signaling in reporter cells; Q293 LMP1-TROYcd NF-kB luciferase reporter, 4 h; inhibition, % at 10 µM; 360,000 compounds, 0.98% hits;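 active = compounds whose plate-normalised and pattern-corrected inhibition of the luciferase reporter signal at the single screening dose is 50% or more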
TWEAK-Fn14 inh: inhibitors of TWEAK-Fn14 interaction signaling; inhibition, % at 10 µM; TWEAK-stimulated Fn14 reporter cells, luciferase luminescence, 8 h; AID 1159606; 360,000 compounds, 2% hits; in the data active = inhibition above about 50%
NCOA1 inh: inhibits human SRC1 coactivator; 360,000 compounds, 0.12% hits; Q15788; inhibition, % at 3.6 µM; HEK293 GAL4-SRC1 luciferase reporter, luminescence;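 active = inhibition above the campaign mean plus 3 SD, with each screening campaign given its own cutoff, cut at about 60% in these data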;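 note: 0% = DMSO treated cells and 100% = gossypol at 36 µM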
LMP1 NFkB inh: reduces LMP1-driven NF-kappaB luciferase signal | AID 504558 | LMP1-induced NF-kappaB luciferase reporter cells, luminescence | 350,000 compounds, 0.69% hits | inhibition, % at 12.5 µM; in the data active = inhibition above about 41%;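 note: 0% = neutral control wells and 100% = reference inhibitor control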
KKLEB tox: counter-screen for CF NF-kB inhibitors: cytotoxicity. KKLEB CF airway cells viability, ATPlite luminescence, overnight; active compounds read low; cells stimulated with P. aeruginosa culture filtrate. activity change (cytotoxicity), % at 5 µM. 360,000 compounds, 0.36% hits;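 active = corrected activity change at or below -50% at 5 µM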
NR5A2 inv ag: NR5A2 inverse agonism in reporter assay; 360,000 compounds, 0.13% hits; O00482; inhibition, % at 3.6 µM; HEK293T StAR-luciferase reporter, LRH-1 transfected, 24 h; AID 602396;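 active = inhibition above the mean inhibition of all tested compounds plus 3 SD, cut at about 73% in these data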;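 note: 0% = DMSO wells and 100% = reporter-only cells lacking LRH-1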
Target sequence (O00482 whole entry, looked up): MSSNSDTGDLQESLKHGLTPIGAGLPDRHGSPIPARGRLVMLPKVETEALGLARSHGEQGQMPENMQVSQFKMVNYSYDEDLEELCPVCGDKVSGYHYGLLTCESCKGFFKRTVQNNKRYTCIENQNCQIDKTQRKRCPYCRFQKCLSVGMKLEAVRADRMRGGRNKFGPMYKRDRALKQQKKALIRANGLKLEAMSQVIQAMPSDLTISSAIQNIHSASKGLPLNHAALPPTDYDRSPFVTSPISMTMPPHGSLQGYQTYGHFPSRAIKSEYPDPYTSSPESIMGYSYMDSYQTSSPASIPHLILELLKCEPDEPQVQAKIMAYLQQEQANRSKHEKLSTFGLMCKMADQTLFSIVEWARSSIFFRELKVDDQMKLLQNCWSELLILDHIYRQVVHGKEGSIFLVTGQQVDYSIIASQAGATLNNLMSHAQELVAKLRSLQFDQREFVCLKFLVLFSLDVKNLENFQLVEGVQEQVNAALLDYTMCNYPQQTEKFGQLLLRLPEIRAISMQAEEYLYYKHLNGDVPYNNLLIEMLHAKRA
TRAIL sens C8: sensitizes caspase-8 expressing cells to TRAIL | AID 624354 | inhibition (viability loss, TRAIL sensitization), % at 10 µM | NB7+C8 cells + TRAIL, ATPlite viability luminescence | 360,000 compounds, 1% hits;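 active = compounds causing at least 50% loss of cell viability in the single-dose screen, relative to plate controls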
The depositor's hits bear a star; / = not tested or not shown.

SMILES	NR2F2 inh	CF NFkB block	SRC3 inh	Shn3 inh set2	TROY signal inh	TWEAK-Fn14 inh	NCOA1 inh	LMP1 NFkB inh	KKLEB tox	NR5A2 inv ag	TRAIL sens C8
O=C(c1cc(COc2ccc3c(c2)CCCC3)on1)N1CCCC1	-49	-15	-42	-40	-76	-13	-60	73*	14	-124	-1
CCC(CC)C(=O)N(C)c1c(C)nc2c(OCCOc3ccccc3)cccn12	10	4	3	-4	3	0	-9	/	-8	-3	0
Cc1cc(C)c(NC(=O)CN2CCN(C)CC2)c(C)c1	-12	-10	-16	4	-32	2	-23	-11	9	-19	-30
O=C(CCN1CCOCC1)Nc1ccc(Cl)cc1	3	-3	8	17	8	-3	-2	-4	-22	2	13
O=C(Nc1cc(Br)ccc1F)c1nc[nH]c1C(=O)NCc1ccccc1	-12	-29	16	-11	-1	24	-7	/	2	7	8
Cc1ccc(S(=O)(=O)N2CCOC2CNC(=O)C(=O)NCc2ccc(Cl)cc2)cc1 (stereo not given)	-2	-19	12	20	10	2	5	-2	10	-2	16
Cc1c(C(=O)N2CCCC2)sc(NC(=O)c2ccco2)c1C#N	15	6	11	6	0	16	0	-4	-9	-1	-13
O=C(Cn1cc(C(F)(F)F)cc(Cl)c1=O)NCc1ccc(F)cc1	-16	-4	-28	-50	-52	-8	-52	-8	1	-45	8
CCOC(=O)N1CCN(c2cc3nccnc3cc2F)CC1	4	11	25	-2	12	8	-14	2	7	-5	4
O=C(CN1C(=O)c2ccccc2C1=O)Nc1ccccc1	3	10	10	10	2	7	17	-1	-5	0	-4
CC1(C)Cc2c(C#N)c(NCCN3CCOCC3)nc(-c3ccccc3)c2CO1	20	19	21	-6	-18	-17	0	-14	-23	14	9
CN(C)CCCNC(=O)CC1C[C@H](C(=O)N2CCOCC2)[C@@]2(CCC3CCCC3)c3[nH]c4ccccc4c3CCN2C1=O (stereo not given in full)	16	9	10	-16	7	5	-1	14	7	-12	1
O=C(NCCc1cccs1)Nc1nnc([C@H]2C[C@H](O)[C@@H](CO)O2)s1	-13	-6	-15	-4	-17	3	-2	/	12	9	0
Cc1noc(C)c1NC(=O)Nc1cccc2c1O[C@@H](CN(C)C(=O)Nc1ccc3c(c1)OCO3)[C@@H](C)CN([C@H](C)CO)C2=O	-3	6	9	-11	13	-9	-8	-7	-6	17	-7
CC(C)Oc1ccc(S(=O)(=O)N2CCOCC2)cc1NC(=O)C1CCCCC1	-14	8	3	-8	-3	-10	-2	8	8	-16	-5

With a hit mark in LMP1 NFkB inh, among the entries above:
SMILES | NR2F2 inh | CF NFkB block | SRC3 inh | Shn3 inh set2 | TWEAK-Fn14 inh | NCOA1 inh | LMP1 NFkB inh | NR5A2 inv ag
O=C(c1cc(COc2ccc3c(c2)CCCC3)on1)N1CCCC1 | -49 | -15 | -42 | -40 | -13 | -60 | 73* | -124

Going on with the list:
SMILES	NR2F2 inh	CF NFkB block	SRC3 inh	Shn3 inh set2	TROY signal inh	TWEAK-Fn14 inh	NCOA1 inh	LMP1 NFkB inh	KKLEB tox	NR5A2 inv ag	TRAIL sens C8
Cc1ccc(CN(Cc2ccccn2)C(=O)Nc2c(F)cccc2F)cc1	7	0	-1	4	-17	8	14	3	-3	10	-5
Cc1cc(NCCCn2ccnc2)n2ncc(-c3ccccc3)c2n1	/	0	-3	46	81*	99*	-59	50*	-32	-68	77*
S=C(NN=C(c1ccccc1)c1ccccn1)N(Cc1ccccn1)Cc1ccccn1	54*	39	71*	91*	-4	34	66*	63*	-22	70	12
N#Cc1c(-c2ccccc2)c(-c2ccccc2)nn(CC(=O)NNC(=O)Nc2ccccc2)c1=O	-14	5	18	14	13	20	-31	-18	-7	24	-2
CC1CCCCC1NC(=O)CCNC(=O)N1CC(=O)Nc2ccccc21 (stereo not given)	-11	0	-23	-8	0	16	-20	4	8	27	-6
C=CCNC(=O)C(=O)NCC1CCCN1CC (stereo not given)	14	0	-3	-3	4	-11	15	-2	12	12	-7
N/C(=N\OC(=O)Cc1cccs1)c1ccc(Cl)cc1	-23	-4	-22	-27	-46	-24	-29	-21	11	-10	-2
CCN1CC(CNCc2cn(-c3ccc(OC)cc3)nc2-c2ccccc2Cl)CC1=O (stereo not given)	14	8	14	-13	-1	-11	-8	9	-3	18	-1
S=c1[nH]nc(-c2ccco2)n1/N=C/c1ccccc1	12	-6	9	15	1	6	6	2	3	1	-8
O=C(NNC(=O)C1CCC1)c1ccc(F)cc1	4	-29	-1	-16	-3	-3	4	0	10	-7	-13
Cc1c(NC(=O)CN2CCN(c3cccc(Cl)c3)CC2)c(=O)n(-c2ccccc2)n1C	15	-15	0	26	4	6	5	-5	16	6	10
Cc1ccc(NC(=O)CN2C(=O)C(C)Oc3ccccc32)nc1 (stereo not given)	/	5	16	4	17	-9	15	-7	-4	-15	6
COc1ccc2[nH]c3c(c2c1)CCN1C(=O)C(CC(=O)NCCC2=CCCCC2)C[C@H](C(=O)N2CCOCC2)[C@@]31CCC1CCCC1 (stereo not given in full)	8	7	-16	-1	-18	0	-8	7	3	-11	19
CS(=O)(=O)c1ccc(C(=O)OCc2nnc(-c3ccccc3)o2)cc1[N+](=O)[O-]	-3	76*	-9	7	66*	66*	-23	-5	-28	-3	1
CN(C)C(=O)c1ccc(NC(=O)c2cccc(S(=O)(=O)N3CCCc4ccccc43)c2)cc1	39*	-46	-16	17	37	19	2	10	21	-44	4
CCOC(=O)CCCNC(=O)CSc1nnc(-c2ccccc2)c(-c2ccccc2)n1	2	3	1	6	-12	9	9	-1	0	-14	0
CCn1c(C)nc2cc(S(=O)(=O)C(F)(F)C(F)C(F)(F)F)ccc21 (stereo not given)	/	-25	13	62	10	1	-9	2	-18	10	0
O=C(Nc1nnc(COc2ccccc2)s1)Nc1ccccc1F	-5	-3	8	10	-8	62*	-8	-31	-10	-5	-19
CC1CCCC(NC(=O)COC(=O)c2ccc(Br)o2)C1C (stereo not given)	3	-8	15	-21	9	-9	5	-15	9	12	13
CNC(=O)c1ccc(Oc2ccc(C(=O)NC)cc2)cc1	/	4	12	3	9	-5	-11	-4	-2	-4	0
C[C@H](CO)N1C[C@H](C)[C@@H](CN(C)S(=O)(=O)c2cn(C)cn2)Oc2ccc(NC(=O)C3CCCCC3)cc2C1=O	15	-2	0	10	-12	-20	-3	-5	9	6	-5
COc1ccccc1C1CCN(C(=O)c2ccco2)CC1	5	11	5	3	-11	-3	-12	-6	-12	-10	-7
O=C(NNc1nc(-c2ccccc2)cs1)c1ccccc1	1	6	2	-20	-43	13	-23	17	-4	-6	11
Cc1nc2ccccc2n1CCC(=O)Nc1cccc(F)c1	4	-8	8	10	-21	12	-17	-1	5	-11	-2
COc1cccc(/C=C2/SC(=O)N(CC(=O)N3CCc4ccccc4C3)C2=O)c1OCC(=O)O	12	5	-1	19	18	3	-3	7	4	9	0
COc1cccc(S(=O)(=O)NCc2ccc(C(=O)Nc3ccc(C)cc3)cc2)c1	3	-9	-2	-2	-9	-8	-3	0	-4	-22	14
COc1ccc2c(CC(=O)N3CCN(S(=O)(=O)c4cccs4)CC3)coc2c1	9	10	0	12	1	-8	7	0	-10	-6	7
Cc1ccc(Cl)cc1N1CCN(C(=O)CN(c2ccccc2)S(=O)(=O)N(C)C)CC1	13	19	15	6	18	21	-3	2	-15	20	7
Cc1n[nH]c(C)c1CCN(C)Cc1cn(C)nc1-c1ccccc1F	-13	-7	18	-19	15	11	-11	3	7	7	-12
CC1(C)Oc2ccc(NC(=O)c3ccco3)cc2O1	-24	-4	-71	-111	-33	-18	-114	-22	7	-136	28
CCOc1ccc(Oc2ccc(S(=O)(=O)N3CCOCC3)cc2N)cc1	22	-5	26	46	8	18	19	3	-4	3	19
Cc1nn(-c2ccccc2)c(C)c1/C=C1\C(=O)N(C)C(=S)N1C	-7	-11	7	-5	-3	-22	3	-5	-3	-22	3
COCCN(Cc1cc2cc(C)ccc2nc1Cl)C(=O)Nc1ccccc1OC	-8	-2	20	10	-7	-18	-16	-6	-3	-15	1
Cc1ccc(S(=O)(=O)N2CCC(C(=O)NCCCN3CCCC3=O)CC2)cc1	-28	-4	2	0	-7	-9	6	-3	13	8	-9
CCN(CC)N=Nc1ccc(S(=O)(=O)Nc2c(C)n(C)n(-c3ccccc3)c2=O)cc1	-5	-5	12	6	-18	-25	-21	-5	12	15	-5
COc1cc(SC)ccc1C(=O)N1CC(C)OC(C)C1 (stereo not given)	7	-10	-7	11	-5	-32	-19	1	14	-3	-6
COc1ccc(OCc2cn3c(C)cc(C)nc3n2)cc1	-9	-2	-9	-15	-18	-16	-10	3	-10	-33	-12
CC(C)CCn1c(O)c(N=NC(=O)c2ccco2)c2ccccc21	-6	5	17	-6	-3	8	11	9	-6	12	-3
COc1ccc(NC(=O)/C=C/c2ccccc2)c([N+](=O)[O-])c1	-35	3	-71	-50	-27	-30	-73	-22	6	-140	-1
Cc1ccc(NC(=O)CN(C)Cc2cc(=O)n3ccsc3n2)cc1	3	-9	2	/	-6	-21	-5	3	5	4	1
NS(=O)(=O)c1ccc(NC(=O)CSc2nnc(Cc3cccs3)n2-c2ccccc2)cc1	10	6	11	30	18	1	-32	-2	-10	5	-13
COc1cccc2cc(-c3csc(CCn4nc(C)cc4C)n3)c(=O)oc12	-21	12	-6	-3	13	26	-23	0	1	-24	0
COc1ccc(-n2c(CCC(=O)O)ccc2-c2ccc(F)cc2)c(OC)c1	4	2	12	14	51*	30	2	-1	10	1	-20
CCCN(CC1CC1)c1cc2c(c3c1ccn3C)C1CCC2O1 (stereo not given)	18	-28	-19	-8	4	6	-11	/	2	-5	7
N#Cc1ccc(Oc2ccc(S(=O)(=O)N3CCCC3)cn2)cc1	5	-30	8	-1	-3	12	4	-4	20	-16	-11
COc1cc(C)nc(N(C)C(C)=O)n1	-2	18	13	-11	22	-3	-6	1	-11	1	-3
O=C(O)c1cc(-c2ccc3c(c2)OCO3)nc2ccc(Cl)cc12	-10	20	-18	-9	-54	-17	-1	4	6	17	41
N=C1c2c(cc(=O)n3c2[nH]c2ccccc23)CN1CCN1CCOCC1	-2	-14	0	-3	-20	-8	-6	10	-2	-2	-1
O=C(CSc1ncccn1)N1CCCC1	-14	1	10	0	-22	-21	9	6	-2	17	15
Cn1nnnc1SCC(=O)Nc1ccccc1Br	-16	22	9	-10	11	2	-16	-5	-10	-3	-38
Cc1c(Cl)cccc1NC(=O)c1cccc(OC(F)F)c1	-4	-5	-9	-20	-63	-6	-14	-21	9	-44	2
C=CC[C@H](CC(=O)N(CCO)Cc1ccccc1)C(=O)N[C@@H](COC(=O)[C@@H](CC=C)Cc1ccc(F)cc1)Cc1c[nH]c2ccccc12	12	7	9	-12	35	70*	7	-2	7	-7	24
O=C(OCC(=O)N1CCOCC1)c1cc(-c2ccccc2)nc2ccccc12	-6	-46	-4	-17	-14	-2	-15	-4	-10	7	16
Fc1cccc(Nc2cc(-n3cccn3)ncn2)c1	4	0	-39	15	-47	13	-48	8	-25	-31	6

The list is partial, so the mix of outcomes need not match the whole.
